Compound activity deposited in PubChem BioAssay by National Center for Advancing Translational Sciences (NCATS).
TexasRed fluor: Texas Red fluorescence interference in TRb-SRC2 counter-screen; TRb/SRC2 Texas Red total fluorescence interference; Potency, µM (doses to about 106 µM), for inactives: at the highest dose fluorescence change, negative = quenching; 280,000 compounds, 0.29% hits; active = well fitted curve in either direction with a large enough effect; inconclusive = small, poorly fitted or top-dose-only effect; note: % is set by controls: 0 for no effect and ±100 for the full control effect
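Human TRb ligand-binding domain at 0.6 uM with 20 nM Texas Red SRC2 peptide in Tris buffer containing 1 uM T3 and 5% DMSO, incubated with compound 5 h at ambient temperature. Total fluorescence (555/632 nm) calculated as parallel + 2 × perpendicular.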
Tau ThT inhib: inhibitors of human tau fibril formation, thioflavin T binding; Potency, µM (titrated, usually from 57.4 µM), for inactives: top-dose activity, negative = inhibition, hits mostly inhibitors; P10636; 270,000 compounds, 2.1% hits; recombinant tau K18 P301L, heparin-induced fibrillization, ThT fluorescence; AID 1460; note: % is set by controls: 0 for no effect and ±100 for the full control effect; nearly all actives have a fitted effect of over 55% in size
Target sequence (P10636 561-689 P618L limits assumed): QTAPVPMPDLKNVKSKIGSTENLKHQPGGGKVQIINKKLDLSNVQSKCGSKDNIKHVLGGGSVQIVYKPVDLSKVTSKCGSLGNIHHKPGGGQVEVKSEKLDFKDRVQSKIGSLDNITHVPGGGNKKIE
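Heparin-induced fibrillization of the P301L-mutant K18 repeat-domain fragment of human tau was followed by ThT binding in quantitative high-throughput format.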
Tau fluor cs: counter-screen for tau fibril formation inhibitors. tau K18 P301L Alexa594 fluorescence, heparin fibrillization. 280,000 compounds, 0.93% hits. Potency, µM (titrated, usually from 57.7 µM), inactives show at the top dose activity change, negative = decrease; note: % is set by controls: 0 for no effect and ±100 for the full control effect; nearly all actives have a fitted effect of over 55% in size
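Human tau K18 P301L (15 uM unlabeled, 0.24 uM Alexa 594-labeled) in 100 mM sodium acetate pH 7 with 20 uM heparin, 6 hr at 37 C. ThT 30 uM added, 1 hr ambient; Alexa 594 FP and total fluorescence read at 555/632 nm.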
TRb SRC2 PPI: inhibitors of human thyroid hormone receptor beta-SRC2 interaction. TRbeta-SRC2 peptide binding, fluorescence polarization; receptor liganded with 1 µM T3. Potency, µM (top dose mostly 106 µM), without a hit: top-dose activity change, negative = inhibition, usual class: inhibitors. 280,000 compounds, 0.065% hits. P10828;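 note: plate controls were bound peptide for no effect and peptide without receptor for full effect; nearly all actives have a fitted effect of over 50% in size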
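Human TRb LBD (0.6 uM) plus Texas Red-labeled SRC2 peptide (20 nM), 1uM T3, 5% DMSO, 5 hr at ambient temperature. Decreased polarization (555/632 nm) flags inhibition; data normalized to free and bound peptide controls.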
Tau FP inhib: inhibitors of human tau fibril formation. P10636. K18 P301L tau heparin fibrillization, Alexa594 FP, 6 h. Potency, µM (series often up to 57.7 µM), inactives show at the top dose activity, negative = inhibition, most hits filed as inhibitors. 280,000 compounds, 0.39% hits. AID 1468; note: % is set by controls: 0 for no effect and ±100 for the full control effect; nearly all actives have a fitted effect of over 55% in size
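FP of Alexa 594-tau after heparin (20 uM) induction. Substrate: human K18 P301L, 15 uM unlabeled, 0.24 uM labeled. Buffer 100 mM sodium acetate pH 7. 6 hr, 37 C.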
L3MBTL1 block: L3MBTL1 (human) inhibition | Potency, µM (top dose mostly 57.1 µM), for the others: top-dose activity, negative = inhibition, most hits filed as inhibitors | Q9Y468 | AlphaScreen L3MBTL1–H3K9me1 peptide binding | 230,000 compounds, 0.66% hits; note: % is set by controls: 0 for no effect and ±100 for the full control effect; nearly all actives have a fitted effect of over 60% in size
Target sequence (Q9Y468 whole entry, looked up): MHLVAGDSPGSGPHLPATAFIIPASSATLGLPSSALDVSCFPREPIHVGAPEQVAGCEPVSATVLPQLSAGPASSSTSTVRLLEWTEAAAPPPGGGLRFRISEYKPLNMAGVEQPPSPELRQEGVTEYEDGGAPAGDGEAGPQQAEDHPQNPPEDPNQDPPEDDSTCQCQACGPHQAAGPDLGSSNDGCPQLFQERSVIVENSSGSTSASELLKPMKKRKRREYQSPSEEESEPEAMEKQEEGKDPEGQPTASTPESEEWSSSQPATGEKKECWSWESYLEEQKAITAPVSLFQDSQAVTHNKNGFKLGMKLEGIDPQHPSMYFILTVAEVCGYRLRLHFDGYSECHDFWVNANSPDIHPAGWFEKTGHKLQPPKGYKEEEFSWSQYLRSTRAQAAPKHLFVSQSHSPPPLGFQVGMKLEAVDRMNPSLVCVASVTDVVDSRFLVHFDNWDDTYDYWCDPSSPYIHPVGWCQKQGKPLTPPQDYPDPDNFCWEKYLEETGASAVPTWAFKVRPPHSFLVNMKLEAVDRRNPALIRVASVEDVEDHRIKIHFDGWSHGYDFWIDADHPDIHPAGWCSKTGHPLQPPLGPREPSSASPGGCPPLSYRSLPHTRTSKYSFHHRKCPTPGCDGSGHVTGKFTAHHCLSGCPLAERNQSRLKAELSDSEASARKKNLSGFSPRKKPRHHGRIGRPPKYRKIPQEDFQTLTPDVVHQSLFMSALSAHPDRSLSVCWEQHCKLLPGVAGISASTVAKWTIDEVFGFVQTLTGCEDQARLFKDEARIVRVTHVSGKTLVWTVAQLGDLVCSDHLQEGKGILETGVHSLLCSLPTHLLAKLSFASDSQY
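AlphaScreen proximity signal between nickel-chelate acceptor and streptavidin donor beads (final 10 ug/mL) reports binding of 50 nM L3MBTL1 to 75 nM biotin-H3 K9me1 peptide; complex incubated with compounds 30 min at room temperature; cefsulodin titration as control.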
HTT cytoprotect: protects HTT-Q103 PC12 cells, measured by ATP; PC12 HTT-Q103 induced, cytoprotection, ATP luminescence, 40 h; Potency, µM (doses to about 56.4 µM), for the others: cytoprotection (ATP increase), usual class: activators; 230,000 compounds, 0.14% hits;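 note: % of control where 0% means no effect; nearly all actives have a fitted effect of over 45% in size; toxic huntingtin expression switched on by the ecdysone agonist tebufenozide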
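ATP quantification (ATPlite) reports survival of PC12 cells in which tebufenozide, 100 nM final, switches on Htt exon 1 with 103 glutamines linked to GFP; compounds are titrated.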
RECQ1 helicase: blocks DNA unwinding by human RECQ1. 240,000 compounds, 0.54% hits. RECQ1 DNA unwinding, red fluorescence kinetic read. Potency, µM (series often up to 57.3 µM), without a hit: at the highest dose activity, negative = inhibition, usual class: inhibitors. AID 2549. P46063;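 note: plate controls were vehicle for no effect and no enzyme for full effect; nearly all actives have a fitted effect of over 30% in size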
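RECQ1T1 50 nM; forked duplex (20 bp + 30-nt ss tails) 200 nM, ATP 2 mM final; pH 8.0, 2 mM MgCl2, 2.5 ug/ml poly(dI-dC); 15 min compound preincubation; discontinuous kinetic read over 2 h at RT.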
* marks the source's active call; other numbers are inactive results; i = inactive; ? = inconclusive; . = not tested or not shown; [ ] = another dose, or the depositor's remark. Unless noted, calls come from the whole dose curve; as a rule, active = well fitted curve in the direction sought with a large enough effect; inconclusive = small, poorly fitted or top-dose-only effect, or another doubt; inactive = no such curve, though single readings can be large; an effect the other way counts as inactive or inconclusive. Potency is the fitted concentration of half-maximal effect. A portion of the library (hit frequency here may not be typical).

Each structure is followed by: RECQ1 helicase	L3MBTL1 block	TexasRed fluor	HTT cytoprotect	Tau FP inhib	Tau ThT inhib	TRb SRC2 PPI	Tau fluor cs
1. Cc1ccc(S(=O)(=O)C2(C(=O)N3CCCCCC3)CC2)cc1
→ 2%	-5%	-6%	-4%	9%	6%	3%	8%
2. COC(=O)CNC(=O)C12CC3(C)CC(C)(CC(C)(C3)C1)C2
→ i	.	-4%	12%	10%	-4%	-6%	0%
3. Clc1ncn(CCOc2ccccc2)c1Cl
→ i	-19%	3%	13%[10 µM]	7%	-5%	0%	-3%
4. Cn1cccc1CC(=O)NNC(=S)Nc1ccccc1Cl
→ -23%	-8%	2%	-1%[10 µM]	-5%	-9%	-3%	-4%
5. NC(=O)CS(=O)(=O)c1ccc(Cl)cc1
→ i	7%	0%	0%[10 µM]	-9%	-2%	11%	-3%
6. Cc1ccc(S(=O)(=O)c2nc(NCCCn3ccnc3)sc2Cl)cc1
→ -1%	-12%	2%	-26%[10 µM]	-4%	1%	0%	-4%
7. O=C(O)c1ccc(-c2ccco2)n1Cc1ccccc1
→ ?	.	-1%	-45%[10 µM]	1%	-9%	-8%	-5%
8. Cc1cccc(N2CCN(C(=O)C3COc4ccccc4O3)CC2)c1C (configuration not stated)
→ -15%	-5%[11.4 µM]	-3%	-42%[inhibitor]	7%	-20%	1%	0%
9. Cn1cnnc1SCC(=O)c1ccc2c(c1)OCCO2
→ 14%	.	-2%	-51%[inhibitor][10 µM]	-5%	-14%	-13%	-6%
10. CCc1ccc(Nc2cc(C)nc3nc(Cc4ccc(Cl)cc4)nn23)cc1
→ .	.	-3%	.	-1%	-1%	2%	14%
11. CCOc1ccc(CN2CCNC(=O)C2CC(=O)OC)cc1 (configuration not stated)
→ -5%	.	2%	-32%	-8%	-11%	-23%	-7%
12. CC(=O)Nc1cc(C(C)C)c(O)c(C(C)C)c1
→ -5%	-5%	-1%	-1%	5%	-10%	-8%	-1%
13. COc1ccc(NC(=O)CSc2ncc3c(n2)-c2cc(Cl)ccc2N(Cc2ccccc2F)S3(=O)=O)cc1
→ .	.	0%	.	-11%	21%	9%	?
14. CC1=C(C(=O)Nc2ccc(C)cc2C)C(c2ccccc2C)n2ncnc2N1 (configuration not stated)
→ .	.	-3%	.	1%	3%	5%	1%
15. Cc1ccc(S(=O)(=O)Nc2cccc(-c3cn4cccc(C)c4n3)c2)c(C)c1
→ .	.	-4%	.	?	7%	5%	?
16. Cc1ccc(-c2nn(-c3ccccc3)cc2/C=C/C(=O)Nc2cccc(S(N)(=O)=O)c2)cc1
→ 23%	-2%	1%	-201%[inhibitor]	14µM*	-10%	-3%	?
17. COc1ccc(OC)c(NC(=O)C2CCCN(S(=O)(=O)c3cccc4nonc34)C2)c1 (configuration not stated)
→ -3%	.	-2%	-19%	-3%	0%	1%	-11%
18. O=C(CN1CCN(Cc2ccc3c(c2)OCO3)CC1)Nc1cc(S(=O)(=O)N2CCCC2)ccc1Cl
→ -4%	20%	2%	11%	14%	-2%	-4%	3%
19. O=C1C=C(Nc2ccc(Cl)cc2)CC(c2ccco2)C1 (configuration not stated)
→ -4%	-12%	-1%	-17%[10 µM]	-4%	-4%	-3%	-8%
20. c1coc(-c2ccnc3nc(-n4cccc4)nn23)c1
→ -18%	?	-2%	17%[10 µM]	5%	-1%	-1%	-5%

An excerpt of these results, as labelled records:
13	COc1ccc(NC(=O)CSc2ncc3c(n2)-c2cc(Cl)ccc2N(Cc2ccccc2F)S3(=O)=O)cc1
  RECQ1 helicase: .
  L3MBTL1 block: .
  TexasRed fluor: 0%
  HTT cytoprotect: .
  Tau FP inhib: -11%
  Tau ThT inhib: 21%
  TRb SRC2 PPI: 9%
  Tau fluor cs: ?
14	CC1=C(C(=O)Nc2ccc(C)cc2C)C(c2ccccc2C)n2ncnc2N1 (configuration not stated)
  RECQ1 helicase: .
  L3MBTL1 block: .
  TexasRed fluor: -3%
  HTT cytoprotect: .
  Tau FP inhib: 1%
  Tau ThT inhib: 3%
  TRb SRC2 PPI: 5%
  Tau fluor cs: 1%

(further entries)
Each structure is followed by: RECQ1 helicase	L3MBTL1 block	TexasRed fluor	HTT cytoprotect	Tau FP inhib	Tau ThT inhib	TRb SRC2 PPI	Tau fluor cs
21. COc1ccc(CC2CCOC2=O)cc1 (configuration not stated)
→ i	-3%	-4%	-12%	-4%	-5%	-5%	-1%
22. CCOc1cc(N2CCOCC2)c(OCC)cc1NC(=S)NCCCOC
→ -14%	.	-2%	-22%	-4%	-11%	-8%	-9%
23. COc1ccc(-c2cc(C(=O)N3CCN(c4ccccn4)CC3)c3ccccc3n2)cc1
→ i	-11%	-8%	-15%	-12%	-2%	-1%	-11%
24. Cc1ccc(/C=C(\C#N)C(=O)NCCN2CCOCC2)cc1
→ i	0%	-6%	-26%	7%	-5%	-2%	-2%
25. Cc1cc(/C=C2/NC(=S)NC2=O)c(C)n1-c1cccnc1
→ ?	-15%	-3%	-122%[inhibitor]	8%	?	-4%	-7%
26. O=C(CCNC(=O)c1ccccc1)N/N=C/c1ccc([N+](=O)[O-])cc1
→ -4%	5%	0%	-32%[inhibitor]	7%	?	1%	3%
27. COc1ccc(NC(=O)N2CCC(c3nc4ccccc4[nH]3)CC2)cc1
→ 1%	.	-2%	-13%	-5%	-8%	-1%	-9%
28. CCOC(=O)c1cnc2nc(C)nn2c1N
→ -7%	-2%	-2%	-40%[inhibitor]	-2%	-12%	8%	-5%
29. CCCC(=O)c1ccc(OC(=O)c2c(-c3ccccc3Cl)noc2C)cc1
→ .	.	-5%	.	-1%	-4%	7%	-15%
30. CCOC(=O)c1[nH]c(C)c(CCC(=O)Nc2cc(C)ccc2OC)c1C
→ .	.	1%	.	-9%	3%	1%	-9%
31. CC(C)CCNC(=O)CN1C(=O)CSc2ccc(S(=O)(=O)N3CCC(C)CC3)cc21
→ .	.	-3%	.	-10%	-1%	2%	-20%
32. CC1(C)Cc2ccccc2-c2nnc(C(F)(F)F)n21
→ -7%	8%	10%	27%[1.9 µM]	1%	3%	2%	3%
33. CCOc1ccc(NS(=O)(=O)c2cc(NC(=O)CCS(=O)(=O)c3ccc(C)cc3)ccc2OC)cc1
→ -8%	3%	0%[53 µM]	22%[10 µM]	2%	3%	12%[53 µM]	-16%
34. O=C(NC1CCCCC1)C(c1cccnc1)N(C(=O)c1ccc(Cl)nc1)C1CCCCC1 (configuration not stated)
→ -16%	.	0%	-19%	2%	-5%	0%	-4%
35. CCN(C(=O)c1cccc(Br)c1)c1ccccc1
→ -1%	-2%	-2%	.	2%	8%	-1%	0%
36. CCc1ccc(C(=O)COC(=O)c2cc([N+](=O)[O-])ccc2NCCO)cc1
→ -11%	-14%	-2%	17%[0.074 µM]	-7%	-17%	-4%	?
37. Fc1ccc(/C=N/Nc2nc(-c3cccnc3)nc3ccccc23)cc1
→ i	8%	-6%	3%[10 µM]	?	-20%	8%	?
38. COc1ccc2nc3ccccc3nc2c1NC(=O)c1ccc(Br)cc1
→ -9%	3%	-3%	2%[10 µM]	2%	7%	7%	11%
39. COC(=O)c1cc(NC2c3ccccc3C(=O)N2CCN2CCOCC2)cc(C(=O)OC)c1 (configuration not stated)
→ -10%	.	0%	-2%	-8%	-8%	2%	-12%
40. CC(=O)Nc1ccc(Nc2nnc(-c3ccc(C)c(S(N)(=O)=O)c3)c3ccccc23)cc1
→ .	.	-1%	.	5%	?	-8%	?
41. COc1ccc(CN2CCN(C(=O)C3CCN(S(=O)(=O)c4cccs4)CC3)CC2)c(OC)c1OC
→ i	.	1%	7%	0%	-11%	-4%	-9%
42. Cc1ccc(Cl)c(NC(=O)Nc2csc3c2CCCC3)c1
→ .	.	0%	.	-16%	?	-4%	-18%
43. COc1ccccc1C(=O)Nc1ccccc1C(=O)N1CCCC1
→ -1%	1%	0%	-10%[10 µM]	1%	2%	2%	2%
44. Cc1nc2sccn2c(=O)c1S(=O)(=O)NCc1ccc(F)cc1
→ .	.	0%	.	-8%	-7%	-9%	-10%
45. Clc1ccc(-c2c[nH]c3ccccc23)nn1
→ i	-1%	2%	-15%	4%	-16%	5%	-7%
46. CC(C)C(C)NC(=O)CSc1nnc(-c2c[nH]c3ccccc23)o1 (configuration not stated)
→ i	.	-2%	-14%	-11%	-3%	-1%	-20%
47. C=CCn1c(COc2ccc(Cl)cc2)nnc1SCC(=O)N/N=C/c1cccc(O)c1
→ -1%	5%	-1%	-18%	-4%	1%	-1%	-12%
48. C#CCOCCOCCOCCNc1nc(N2CCN(C(=O)Cn3cc(CCCCN)nn3)CC2)nc(N2CCN(C(=O)Cn3cc(CCCCN)nn3)CC2)n1
→ 13%	7%	0%	.	-6%	-8%	4%	-9%
49. CCC(=O)Nc1ccc(N/C(N)=N/c2nc(C)cc(C)n2)cc1
→ -6%	1%	-2%	26%[10 µM]	-1%	-15%	-5%	-10%
50. CCOc1ccc(-n2c(C)c(C(=O)OC)c3cc(O)ccc32)cc1
→ -14%	.	-4%	-2%[10 µM]	?	.	0%	?
51. COc1ccc(NC(=O)C2Cc3ccccc3C(=O)O2)cc1 (configuration not stated)
→ i	.	-3%	5%[10 µM]	-2%	-11%	-1%	-2%
52. CCOC(=O)COc1ccc2nsnc2c1Cl
→ -2%	6%	0%	-25%	-4%	-12%	5%	-8%
53. CCCOC(=O)c1ccc(Nc2nc3ccccc3nc2-n2nc(C)cc2C)cc1
→ .	.	-1%	.	-9%	2%	2%	-13%
54. CCOC(=O)c1ccc(NC(=O)CCc2nc(-c3ccc(C)cc3)no2)cc1
→ 6%	-7%	-2%	5%[10 µM]	?	?	-1%	?
55. CCn1cc2nc(SCc3cccc(Cl)c3)n(Cc3ccc(C)cc3)c(=O)c2n1
→ .	.	5%	.	-1%	-9%	-4%	-15%
56. O=C(OCCN1C(=O)c2ccccc2C1=O)c1ccc(S(=O)(=O)N2CCCCCC2)cc1
→ -4%	6%[11.4 µM]	-1%	10%	3%	-8%	10%	-18%
57. N=c1n(CC(=O)c2ccc(Br)s2)c2ccccc2n1Cc1ccccc1
→ -11%	-9%	-2%	-24%[10 µM]	?	-10%	-5%	2%
